Screens (PubChem BioAssay)
SENP7 block: inhibitors of human SENP7 protease | Q9BQF6 | recombinant SENP7, Z-RLRGG-aminoluciferin luminescence, 40 min | inhibition, % at 5 µM | 330,000 compounds, 1.5% hits | AID 434973;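 active = inhibition above about 50% at the single test dose, limit read from the data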;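 also: plate controls were DMSO with enzyme for no effect and no enzyme buffer wells for full effect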
MPTP inh: blocks calcium-induced mitochondrial swelling | isolated mouse mitochondria, Ca2+ swelling absorbance, 30 min | AID 602449 | inhibition, % at 10 µM | 360,000 compounds, 1.4% hits;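 active = inhibition of 50% or more, scaled per plate between neutral and stimulator controls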;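 also: 0% = DMSO wells given calcium and 100% = 1 mM EGTA wells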
ATG4B inhibitor: blocks human ATG4B protease cleavage of LC3 substrate; ATG4B cleavage of LC3-PLA2, NBD-HPC fluorescence, 1 h; inhibition, % at 8.33 µM; 340,000 compounds, 0.51% hits; in the data active = inhibition above about 40%
GRIN3A LBD mod: modulators (binders) of human NR3A ligand-binding domain. NR3A LBD differential scanning fluorimetry, Tm shift; 0% = protein alone, 100% = glycine-bound protein. Tm shift relative to glycine control, % at 25 µM. 340,000 compounds, 2.5% hits;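 active = melting temperature shift of at least 10% of the positive control shift, at one fixed dose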
SENP8 block: blocks human SENP8 cleavage of Nedd8 substrate; recombinant SENP8, Nedd8 substrate fluorescence; inhibition, % at 20 µM; 360,000 compounds, 0.64% hits; AID 602440; in the data active = inhibition mostly above about 40%, no sharp cut-off; inactive = mostly below about 27%
SENP6 block: SENP6 protease inhibition. Q9GZR1. 330,000 compounds, 1.8% hits. Recombinant SENP6 catalytic domain, aminoluciferin luminescence. inhibition, % at 10 µM;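 active = inhibition above about 50% at the single tested dose, limit read from the data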;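 also: plate controls were DMSO wells with enzyme for no effect and DMSO wells lacking enzyme for full effect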
HKDC1 inh: HKDC1 (human) hexokinase inhibition. Q2TB90. inhibition, % at 20 µM. recombinant HKDC1, G6PDH/diaphorase resazurin coupled fluorescence. 340,000 compounds, 0.16% hits;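 active = inhibition above about 35% when tested at 20 µM, limit read from the data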;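 also: plate controls were DMSO wells with enzyme for no effect and DMSO wells lacking enzyme for full effect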
Target sequence (Q2TB90 whole entry, looked up): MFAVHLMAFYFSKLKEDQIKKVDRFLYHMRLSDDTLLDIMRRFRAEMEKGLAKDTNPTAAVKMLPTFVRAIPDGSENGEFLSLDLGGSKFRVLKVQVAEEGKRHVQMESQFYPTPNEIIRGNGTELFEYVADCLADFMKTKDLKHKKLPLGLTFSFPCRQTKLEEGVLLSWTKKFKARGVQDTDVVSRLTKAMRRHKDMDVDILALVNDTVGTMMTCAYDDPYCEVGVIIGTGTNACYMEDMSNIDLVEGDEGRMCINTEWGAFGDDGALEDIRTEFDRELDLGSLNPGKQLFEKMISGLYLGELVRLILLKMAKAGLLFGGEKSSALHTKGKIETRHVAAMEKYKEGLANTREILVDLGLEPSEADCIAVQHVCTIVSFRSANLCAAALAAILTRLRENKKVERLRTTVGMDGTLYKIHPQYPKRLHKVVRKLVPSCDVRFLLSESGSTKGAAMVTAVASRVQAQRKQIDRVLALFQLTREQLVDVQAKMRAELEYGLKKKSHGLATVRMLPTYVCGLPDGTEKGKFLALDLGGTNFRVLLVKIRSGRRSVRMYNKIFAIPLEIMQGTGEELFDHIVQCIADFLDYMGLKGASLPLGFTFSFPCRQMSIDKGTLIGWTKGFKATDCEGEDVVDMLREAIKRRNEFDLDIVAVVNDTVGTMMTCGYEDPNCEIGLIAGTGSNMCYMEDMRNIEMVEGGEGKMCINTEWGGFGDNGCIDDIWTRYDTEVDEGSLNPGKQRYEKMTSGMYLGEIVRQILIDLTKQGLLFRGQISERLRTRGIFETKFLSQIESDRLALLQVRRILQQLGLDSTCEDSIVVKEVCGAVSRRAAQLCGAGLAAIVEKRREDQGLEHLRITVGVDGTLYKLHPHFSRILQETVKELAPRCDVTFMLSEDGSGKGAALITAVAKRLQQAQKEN
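test system = in-house recombinant HK5 (HKDC1) enzyme | amount = HKDC1 at 5 µg/mL | control set = DMSO-enzyme wells negative, buffer-substituted wells positive | compound = one dose of 20 µM, 1% DMSO | schedule = reaction time 90 min, room temperature, protected from light | technique = resorufin fluorescence at 613 nm | reagent = glucose with 1 mM ATP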
PfG6PD inh: PfG6PD (Plasmodium falciparum) enzyme inhibition; PfGluPho enzyme, NADPH resazurin-diaphorase fluorescence; inhibition, % at 20 µM; 350,000 compounds, 0.78% hits; AID 504690;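 active = inhibition reaching at least a set limit at 20 µM in the primary screen, cut at about 59% in these data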;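 also: 0% = DMSO wells with substrate and 100% = DMSO wells lacking glucose-6-phosphate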
An asterisk follows results filed as active; nt = not tested or not shown; & = joins results of further samples.

SMILES,SENP7 block,MPTP inh,ATG4B inhibitor,GRIN3A LBD mod,SENP8 block,SENP6 block,HKDC1 inh,PfG6PD inh
O=[N+]([O-])c1cc(C(F)(F)F)ccc1NCCCN1CCOCC1,-2,1.8,-7,-2,18,5,-5,0
CCOC(=O)Cc1c(C)nc2c(-c3ccc(Cl)cc3)c[nH]n2c1=O,3,-3.5,3,-4,-494,-9,-2,-1
CCOC(=O)C1=C(C)N=c2s/c(=C/c3ccc(OCC(=O)O)cc3)c(=O)n2C1c1ccc(OC)cc1OC (centres undefined),-6,0.9,-1,-1,-16,13,4,-24
N/C(=N\O)c1ccc(N2CCN(c3ncccc3C(F)(F)F)CC2)nc1,4,2.1,0,0,8,-11,2,-5
COc1ccc(NC(=O)CSCC(=O)OCc2cccc(OC)c2OC)cc1,-7,-1.5,-9,1,8,-10,-5,8
Cn1c(=O)c2c(nc(Sc3ncccn3)n2Cc2ccc(Cl)cc2)n(C)c1=O,1,-0.8,-8,-1,4,-4,-3,-21
O=C1OCCN1C(=O)[C@H]1[C@H](c2ccc(Cl)cc2)C(c2ccccc2)=NN1c1ccccc1,-2,-0.3,2,6,-375,nt,1,17
COc1ccc(C(=O)n2nc(-c3ccc(OC)cc3)nc2N)cc1,4,2.6,-12,-1,0,14,-5,5
COc1cccc(CSc2nc3sc(C)c(C)c3c(=O)n2Cc2ccco2)c1,8,7.2,0,2,10,-10,-4,6
CC1(C)Cc2c(sc(NC(=O)C(=O)N3CCOCC3)c2C(N)=O)CO1,1,-0.4,1,-4,8,1,6,-14
O=C(CSc1nc2ccccc2o1)Nc1nc(-c2ccccc2)c(-c2ccccc2)s1,-3,6.4,3,7,-157,-15,0,-3
O=C(O)CCCN=CC1=C(O)C(C(=O)c2ccccc2)CCC1=O (centres undefined),0,0.4,0,-1,19,-3,-2,-15
CC1=CC2=NC(=O)CC(C)(C(=O)N(CC(=O)NC(C)(C)C)Cc3cccs3)N2C=C1 (centres undefined),7,1.2,-9,-2,-292,-4,-6,-14
CC(=O)N1CCN(CCS(=O)(=O)c2ccc(Br)cc2)CC1,-8,-0.7,-1,1,15,-13,0,-8
COc1ccc(C2SCCN2C(=S)Nc2ccc(F)cc2)cc1 (centres undefined),1,2.8,9,0,11,-16,-9,7
CCCCCC1CC(CC/C(C)=N/NC(N)=O)C(=O)O1 (centres undefined),2,0.6,-9,2,11,-8,-4,1
COc1ccc(S(=O)(=O)N2N=C(c3ccc(NS(C)(=O)=O)cc3)CC2c2ccco2)cc1 (centres undefined),1,-1.0,-5,-13,6,2,12,-25
O=S(=O)(Nc1ccc(F)cc1)N1CCCCCC1,5,2.1,-6,1,6,-5,-1,0
N#C/C(=C\c1c[nH]c2ccccc12)C(=O)Nc1ncc(Cc2ccc(Cl)cc2Cl)s1,7,5.0,-3,38*,-56,-10,-6,-9
Cc1ccc(C(O)(C(=O)NN(C(=O)c2ccccc2)c2ccccc2)c2ccc(C)cc2)cc1,7,1.1,-10,-4,12,-4,13,12
CCOC(=O)N1CCN(C(=O)Cc2ccc(-n3c(=S)[nH]c4ccccc4c3=O)cc2)CC1,1,-1.2,2,-2,12,2,4,-14
CN(C)C(=O)c1cc(C(=O)c2ccccc2Cl)c[nH]1,-4,-1.7,0,-2,14,-5,1,-23
O=C(Cc1ccc(Br)cc1)NCc1ccccc1,-1,-1.4,-1,1,10,-8,-3,-20
CN(CC(=O)Nc1c(Cl)cccc1Cl)C(=O)CCc1nc2sc3c(c2c(=O)[nH]1)CCCC3,4,0.4,-16,-1,-34,-11,0,0

Some of these compounds in order of formula weight, low to high:
SMILES,SENP7 block,MPTP inh,ATG4B inhibitor,GRIN3A LBD mod,SENP8 block,SENP6 block,HKDC1 inh,PfG6PD inh
CCCCCC1CC(CC/C(C)=N/NC(N)=O)C(=O)O1 (centres undefined),2,0.6,-9,2,11,-8,-4,1
Cc1ccc(C(O)(C(=O)NN(C(=O)c2ccccc2)c2ccccc2)c2ccc(C)cc2)cc1,7,1.1,-10,-4,12,-4,13,12
COc1ccc(S(=O)(=O)N2N=C(c3ccc(NS(C)(=O)=O)cc3)CC2c2ccco2)cc1 (centres undefined),1,-1.0,-5,-13,6,2,12,-25

The listing continues:
SMILES,SENP7 block,MPTP inh,ATG4B inhibitor,GRIN3A LBD mod,SENP8 block,SENP6 block,HKDC1 inh,PfG6PD inh
CCN1CCN(c2ncc(C(=O)Nc3c(F)cc(F)cc3Br)c3ccccc23)CC1,-1,70*,0,-1,-230,-15,6,-6
Cc1ccc(-c2csc3ncn(CC#N)c(=O)c23)cc1C,-2,1.4,-3,-2,5,-13,2,17
O=C(CN1CCOCC1)Nc1ccc(S(=O)(=O)N2CCCCCC2)cc1,-4,-1.1,-6,-1,11,8,-12,-3
Cc1ccc(-n2c(=O)c3sccc3n(Cc3cc(=O)n4cc(Cl)ccc4n3)c2=O)cc1F,4,-2.3,1,15*,-318,4,10,-7
Cc1ccc(C)c(S(=O)(=O)N(C)C2CCS(=O)(=O)C2)c1 (centres undefined),-1,-0.1,1,-1,0,12,-1,-6
CCCCCCSc1cccc(-c2nc3ccc(Cl)cn3c2NCCCC)c1,nt,-1.0&4.4,-3,-5,-498,nt,3,26
CCCOC(=O)Nc1ccc(S(=O)(=O)Nn2cnnc2)cc1,0,-4.5,0,1,19,1,-10,-5
Cc1ccc(C(=O)NC(=S)N(C)C2CCCCC2)cc1Br,-3,-1.5,nt,nt,6,17,nt,nt
Cc1ccc(OCC(O)Cn2c(N3CCOCC3)nc3c2c(=O)[nH]c(=O)n3C)cc1 (centres undefined),1,0.2,4,-3,14,-8,-8,-9
CCCCN(C(=S)Nc1cccc(SC)c1)C1CCN(C(C)=O)CC1,3,0.6,25,1,5,-25,-2,2
C=CCc1cccc(CNc2ccc(Br)cc2)c1O,2,6.6,-1,0,11,0,-1,24
COc1ccccc1-n1c(=O)c2c3c(sc2n2c(SC(C)C)nnc12)CCC3,-4,1.0,-12,-1,9,-8,9,26
Cc1cc(NC(=O)c2cc(-c3ccncc3)nc3c(C)cccc23)no1,5,-0.9,-9,-2,-223,16,-2,-2
O=C(NCc1cccnc1)c1cccc(S(=O)(=O)Nc2cccc(Cl)c2)c1,2,0.8,-7,-1,7,-8,1,-6
COc1ccccc1CNC(=O)c1csc(Cc2ccc(Cl)cc2)n1,0,0.8,14,8,22,1,6,-13
Cc1oc(-c2ccccc2)cc1C(=O)NCc1ccncc1,13,2.7,-7,-2,21,-8,0,0
CN(C)c1nc(SCCOC(=O)COc2ccc(Cl)cc2Cl)nc(N(C)C)n1,-11,-0.2,-19,1,15,-6,-4,5
CCOC(=O)[C@H]1[C@H]2COc3ccc(C)cc3[C@@H]2N2C(=O)CN(Cc3ccc(F)cc3)C(=O)[C@@]12C,-8,0.0,-2,-1,-1,-12,-1,4
Cc1ccc(NS(=O)(=O)c2ccccc2)c2c1CC(C)(C)O2,1,0.2,-9,7,17,-18,2,92*
CCn1nc(NS(=O)(=O)c2ccc(F)cc2)c2cc3cccc(C)c3nc21,3,-0.1,-3,-3,-22,-25,4,-11
CCOc1ccc(/C(O)=C2/C(=O)C(=O)N(CCN(CC)CC)C2c2ccco2)cc1 (centres undefined),0,-0.7,37,-1,8,0,2,-13
S=c1[nH]nc(COc2ccc3c(c2)OCO3)n1-c1ccccc1,6,0.1,-3,0,16,3,-10,16
CC(=O)c1ccccc1NC(=O)CCNC(=O)c1ccco1,-6,0.0,-9,-2,-1,-3,-3,3
CCCNC(=O)c1c(O)c2c([nH]c1=O)CCCC2,1,-2.3,6,-2,7,-9,-8,2
COc1ccc(OCC(=O)NNC(=O)Cc2coc3cc(OC)ccc23)cc1,0,-2.3,-3,-1,12,-13,-5,-1
Cc1ccc(C(=O)Nc2ccc3c(c2)OCCO3)o1,7,-0.9,-15,0,8,54*,9,10
O=C(c1nc[nH]c1C(=O)N1CCN(c2ccccc2)CC1)N1CCN(c2ccccc2)CC1,-1,0.8,-5,1,8,3,-7,-8
COc1ccc(C2(C)NC(=O)N(CC(=O)NC3CC3)C2=O)cc1 (centres undefined),-13,2.9,-9,0,3,-20,-5,2
O=C(COC(=O)Cn1[nH]c(=O)c2ccccc2c1=O)NNC(=O)c1ccc(Br)cc1,1,3.0,-9,-2,8,5,1,-1
COc1ccc(S(=O)(=O)N/N=C(/C)c2ccc(Cl)cc2)cc1,-13,0.7,-12,-4,13,-14,2,-12
CC(C(=O)NC1C(=O)N2C(C(=O)O)=C(CSc3nnnn3C)CSC12)n1cc(Br)cn1 (centres undefined),-6,-0.6,-8,-1,1,-9,-10,7
O=C(c1cc(-c2ccncc2)nc2ccc(Cl)cc12)N1CCN(Cc2ccc3c(c2)OCO3)CC1,8,-1.2,-7,-3,4,5,5,4
COc1ccc(NC(=O)c2sc(=S)[nH]c2N)cc1,1,-1.0,-5,2,7,-13,-2,40
O=C(COc1nsnc1N1CCOCC1)N/N=C/c1ccccc1O,9,0.4,-7,0,-184,7,2,-28
O=C(NCCc1ccccc1)c1cccc(Br)c1,-13,0.7,11,2,2,-42,2,-3
CCOC(=O)c1[nH]c2c(c1-c1ccccc1)C(=O)CC(c1ccc(Cl)cc1)C2 (centres undefined),-3,0.3,1,0,8,-11,2,-15
COCCn1c(SCC(=O)Nc2ccc(N3CCOCC3)cc2)nc2ccccc21,-2,-6.9,4,0,29,1,-11,19
CC(C)NC(=O)CC(=O)N/N=C/c1cccs1,4,0.0,-10,0,8,-20,-10,6
CN(C(=O)c1cccc(NC(=O)Cc2ccc(NC(=O)C3CCN(C(=O)C4CCCCC4)CC3)cc2)c1)C1CCCCC1,nt,1.8,-8,-3,-4,nt,11,18
OC(c1nc2ccccc2[nH]1)C(O)c1nc2ccccc2[nH]1 (centres undefined),-1,0.6,-5,0,4,-2,4,13
O=C(Cc1ccccc1F)Nc1ccc2c(c1)CCC2,-4,0.9,5,1,6,13,-3,9
N#Cc1c(C(F)(F)F)cc(-c2ccco2)nc1SCc1ccncc1,-5,1.8,7,-7,-344,2,6,-1
COc1cccc(CN2CCNC(=O)C2CC(=O)NC2Cc3ccccc3C2)c1 (centres undefined),-2,0.3,-2,-2,-34,2,0,7
O=C(C1CC(=O)N(C2CCCCC2)C1)N1CCN(c2ccccc2)CC1 (centres undefined),2,-0.8,6,-1,2,-11,-11,2
COc1ccccc1-c1nnc(NC(=O)c2ccc(S(=O)(=O)N3CCOCC3)cc2)o1,-6,-2.5,3,-4,11,-11,-3,-6
CCCCN(C(=O)c1cccc(-c2ccc(OC(C)=O)cc2)c1)c1c(N)n(CCC)c(=O)[nH]c1=O,8,0.9,-2,-1,19,2,-1,-21
S=C(NCc1ccccc1)NCc1ccccc1Cl,-2,0.3,29,-5,16,8,2,-11
Cc1ccc(S(=O)(=O)/C=C2\NC(=O)CS2)cc1,5,4.8,-7,2,20,-1,-5,-15
Cc1ccccc1NC(=S)N(CCN(C)C)C(C)c1ccco1 (centres undefined),-5,0.9,-2,-1,12,-12,-6,-1
Cc1cccc(NC(=O)C(C)Sc2nnc(-c3cccnc3)o2)c1 (centres undefined),4,0.0,5,1,1,-9,-4,0
CC1(C)CC(=O)C=C(NCCc2ccc(S(N)(=O)=O)cc2)C1,-3,-2.3,-4,0,18,-2,-2,-12
O=C(NCc1ccc(Cl)cc1)NCC(F)(F)F,5,0.0,-2,6,-2,-13,-11,22
CCCCNC(=O)CNC(=S)N(Cc1cc(OC)c(OC)c(OC)c1)C1CCCC1,0,-31,-4,-1,6,-20,-10,3
C=CCn1c(SC(C)C(N)=O)nc2sc(CC)cc2c1=O (centres undefined),4,-1.8,-5,1,1,1,-2,-13
CCOC(=O)c1sc(NC(=O)Nc2ccc(Cl)cc2)nc1C,5,97*,-3,28*,6,-29,-4,6
